# SIAE primary: inhibitors of human sialic acid acetylesterase SIAE. 370,000 compounds, 0.69% hits. inhibition, % at 9.66 µM. SIAE FP-Rh probe binding, fluorescence polarization. Q9HAT2. AID 1053197;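 active = inhibition above a cutoff: mean of compounds within the control limits plus 3 SD of those, cut at about 17% in these data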;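 also: 0% = plate median of compound wells and 100% = probe without SIAE protein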
# PG9 Ab binder: small molecules binding HIV-1 gp120 antibody PG9. TR-FRET gp120-PG9 antibody binding. inhibition, % at 6.7 µM. 360,000 compounds, 0.43% hits; in the data active = inhibition above about 8.5%
# TDP2 inh: TDP2 (human) inhibition, absorbance primary screen | recombinant TDP2, T5PNP hydrolysis, p-nitrophenol absorbance 415 nm | O95551 | inhibition, % at 12.8 µM | AID 720702 | 370,000 compounds, 0.34% hits;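 active = inhibition above the mean of all tested compounds plus 3 SD, set per campaign, cut at about 25% in these data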;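 also: 0% = DMSO with enzyme and 100% = buffer with substrate but no TDP2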
#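 Material: recombinant human TDP2; quantity: TDP2 enzyme at 120 nM final; medium: Tris-HCl pH 7.5 with MgCl2; compound: single concentration, 12.8 µM nominal, with 1% DMSO; incubation: 2 h enzyme incubation at 37 °C; signal: epi absorbance; measure: percent inhibition; benchmarks: high control without enzyme, low control DMSO plus TDP2; repeats: singlicate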
# Tn7 DDE FP: inhibitors of Tn7 peptide binding to human fibrin DD(E) | 370,000 compounds, 0.13% hits | inhibition, % at 8.3 µM | FP displacement of FITC-Tn7 peptide from fibrin DD(E); 0% = median of compound wells per plate | AID 720508;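 active = inhibition above the mean of compounds falling within the control limits plus 3 SD of them, cut at about 14% in these data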;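 also: 0% = plate median of compound wells and 100% = 10 µM Aha-Tn7 peptide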
#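 Test system: human clot-derived fibrin DD(E) complex / Quantity: 2 µM final DD(E) protein / Incubation: 10 min plus 3 h, room temperature / Measured by: fluorescence polarization / Benchmarks: high control of 10 µM Aha-Tn7 peptide / Replicates: singlicate testing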
# TCR-CD3 inh: blocks the human TCR-CD3 interaction | TAMRA-labeled TCR probe fluorescence, biochemical | 360,000 compounds, 0.37% hits | AID 651800 | inhibition, % at 9.4 µM; in the data active = inhibition above about 19%;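 also: recombinant mutant TCR 2C K166C tagged with TAMRA read by polarization; 0% = receptor in buffer alone and 100% = receptor with positive control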
# HTRA1 inh: blocks human HTRA1 serine peptidase; Q92743; recombinant HTRA1, FP-rhodamine activity-based probe, fluorescence polarization; inhibition, % at 5.96 µM; 340,000 compounds, 0.5% hits; AID 504803; in the data active = inhibition above about 36%;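 also: 0% = enzyme with DMSO and 100% = wells lacking enzyme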
# Target sequence (Q92743 whole entry, looked up): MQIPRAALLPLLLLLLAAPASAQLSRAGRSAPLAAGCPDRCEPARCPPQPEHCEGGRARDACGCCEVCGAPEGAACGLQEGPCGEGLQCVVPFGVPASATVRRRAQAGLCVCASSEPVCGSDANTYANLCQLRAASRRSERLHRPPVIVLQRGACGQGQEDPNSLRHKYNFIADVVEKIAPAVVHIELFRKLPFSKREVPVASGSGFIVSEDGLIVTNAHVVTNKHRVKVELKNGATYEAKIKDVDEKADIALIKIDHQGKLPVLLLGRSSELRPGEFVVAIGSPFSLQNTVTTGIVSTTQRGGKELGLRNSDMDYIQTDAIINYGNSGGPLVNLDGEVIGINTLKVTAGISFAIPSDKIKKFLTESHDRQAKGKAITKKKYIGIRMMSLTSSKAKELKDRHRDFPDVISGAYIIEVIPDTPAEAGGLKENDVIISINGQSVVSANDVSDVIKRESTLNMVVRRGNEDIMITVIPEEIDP
# LEDGF integ inh: blocks HIV-1 LEDGF/p75-dependent DNA integration; TR-FRET IN-LEDGF/p75 DNA integration, Eu/Cy5; inhibition, % at 3.7 µM; AID 743269; 370,000 compounds, 0.64% hits;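 active = inhibition above the screen-wide mean plus 3 SD, cut at about 13% in these data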;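 also: signal is the Cy5 over europium emission ratio at 671 and 618 nm; 0% = plate median of compound wells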
# PRMT1 FP inh: PRMT1 (human) inhibition, primary screen; inhibition, % at 2.79 µM; 370,000 compounds, 1.3% hits; Q99873; AID 652257; recombinant PRMT1, activity-based probe fluorescence polarization;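 active = inhibition above about 21% made by adding two undisclosed values, limit read from the data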
# UHRF1 MBD2 ctr: human UHRF1 methylated DNA binding inhibitors | Q96T88 | UHRF1 binding to methylated oligo, TR-FRET | inhibition, % at 4.4 µM | 370,000 compounds, 0.75% hits | AID 687016; in the data active = inhibition above about 21%;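 also: UHRF1 SRA domain binding a hemimethylated CpG hairpin DNA probe; 0% = median of test compound wells and 100% = reference inhibitor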
# mABHD4 FP: ABHD4 (mouse) inhibition, primary FP screen | Q8VD66 | purified mABHD4, FP-Rh probe fluorescence polarization | inhibition, % at 8.92 µM | 370,000 compounds, 0.54% hits | AID 720543;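 active = inhibition exceeding the mean over every tested compound plus 3 SD, cut at about 30% in these data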;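 also: 0% = plate median of compound wells and 100% = S159A mutant with DMSO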
# Target sequence (Q8VD66 whole entry, looked up): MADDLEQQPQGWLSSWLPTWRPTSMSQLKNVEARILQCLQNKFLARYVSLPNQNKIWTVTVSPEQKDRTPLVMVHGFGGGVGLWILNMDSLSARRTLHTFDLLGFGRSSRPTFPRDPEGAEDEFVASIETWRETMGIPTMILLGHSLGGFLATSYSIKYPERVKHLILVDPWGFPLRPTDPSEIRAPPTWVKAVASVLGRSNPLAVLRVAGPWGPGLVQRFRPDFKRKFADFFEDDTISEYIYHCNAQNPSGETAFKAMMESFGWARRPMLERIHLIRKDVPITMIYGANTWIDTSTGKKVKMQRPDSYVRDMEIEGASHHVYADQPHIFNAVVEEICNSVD
#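 Test system: mABHD4 protein; Read-out basis: % inhibition; Incubation: 45 min + 60 min at 25 °C; Repeats: single replicate; Technique: fluorescence polarization with parallel and perpendicular emission, 525/598 nm; Compound: 8.92 µM, single dose; Benchmarks: full inhibition S159A mutant plus DMSO, zero as sample-well median.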
# The depositor's hits bear a star; x = no result given. Not a hit list (roughly 4.2% active in at least one column).
SMILES,SIAE primary,PG9 Ab binder,TDP2 inh,Tn7 DDE FP,TCR-CD3 inh,HTRA1 inh,LEDGF integ inh,PRMT1 FP inh,UHRF1 MBD2 ctr,mABHD4 FP
Cn1c(C(=O)N2CCCC(C(=O)NCCCSC3CCCCC3)C2)cc2sccc21 (centres undefined),5.0,-1.2,-0.8,-1.9,5.1,-13.5,-0.7,3.5,60.9*,-2.9
O=C(Nc1cccc(Cc2ccccc2)c1)Nc1ccc2nc([C@@H]3O[C@H](CO)[C@@H](O)[C@H](O)[C@H]3O)[nH]c2c1,21.0*,-2.3,-0.2,7.1,-2.5,x,-1.7,8.0,1.6,1.3
COCCn1c(=O)[nH]c2cc(C(=O)N3CCN(c4ccc(OC)cc4)CC3)ccc2c1=O,6.1,-0.3,-19.4,0.4,-10.7,-0.5,-0.8,0.1,3.5,3.2
Cc1ccc(C)c(-n2nnnc2SCC(=O)c2c(N)n(C)c(=O)n(C)c2=O)c1,2.2,-0.3,-7.3,0.8,4.8,x,0.0,1.7,1.6,4.5
CCC(C)[C@H](NC(=O)Nc1ccccc1F)C(=O)O (some centres undefined),6.4,-1.3,-8.5,-4.0,2.8,-1.2,-6.9,5.2,4.1,10.7
Cc1cc2nc(-c3ccccc3)c(CC(C)(C)C)n2c(C)c1Br,-11.6,-2.7,-2.5,1.5,3.5,x,-4.5,6.2,1.7,2.3
Nc1[nH]c2cc(C(F)(F)F)ccc2c1C(=O)N1CCN(CCc2ccccc2)CC1,9.1,x,2.8,3.7,x,x,-4.0,-3.7,-0.5,16.2
COC[C@H]1CCCN1c1cccc2c1S(=O)(=O)N(C1CC1)CC[C@@H](C)O2,-1.8,x,2.6,7.9,x,x,-1.4,4.1,1.8,4.6
COC(=O)[C@]12C[C@H](CC(=O)NCCCN3CCCC3=O)C(=O)N(Cc3ccccc3)C1=C[C@H](C(C)(C)C)O[C@@H]2C,-3.1,-1.6,-6.7,-4.6,0.1,x,0.4,-3.9,2.2,0.9
CC(=O)N1CCN(C(=O)C2CCN(S(=O)(=O)c3ccccc3C(F)(F)F)CC2)CC1,-1.0,-0.3,4.5,-1.4,9.2,-3.4,5.0,0.3,7.9,-4.3
CCC(=O)Nc1ccc(NC(=O)c2ccco2)cc1,4.0,-1.4,3.0,7.1,3.9,-1.7,3.0,-3.1,-1.1,2.9
c1ccc(CSc2nnc3ccc(-c4ccncc4)nn23)cc1,-2.2,2.4,2.6,3.6,-11.1,-0.2,0.3,6.5,5.7,-1.1
CC(=O)Nc1cccc(-c2ccnc3c2CC(C)(C(=O)Nc2cccc(C(F)(F)F)c2)O3)c1 (centres undefined),-39.2,-1.3,-4.0,2.3,2.5,x,2.3,-0.5,0.4,-38.2
CN(CCOc1ccccc1)C(=O)C1CCC(=O)N(CCCN2CCCC2=O)C1 (centres undefined),-3.6,-0.3,-10.1,-8.9,-3.9,4.0,-1.4,0.4,1.7,-0.3
CC(C)C(=O)NCCn1ccc2ccccc21,3.5,0.1,2.0,1.8,3.5,12.2,8.7,-1.9,-3.2,-2.9
CCOC(=O)C1CCCN(c2c(NCCCN3CCCC(C)C3)c(=O)c2=O)C1 (centres undefined),4.8,-0.4,-0.9,3.1,-0.7,11.0,-3.5,0.1,-0.5,1.5
Cc1cccc2c3c([nH]c12)C(=O)CC(C)(C)S3,4.1,0.7,9.6,-0.5,-0.3,-3.8,-1.2,-0.6,-0.8,7.6
CCOC(=O)c1ccccc1OCc1cc(/C=N/NC(=O)c2cccnc2)ccc1OC,-24.0,1.2,-6.4,5.2,-5.0,-17.6,-4.1,1.3,2.2,-14.1
CN1CCN(CCC(=O)Nc2cccc(Br)c2)CC1,-8.8,1.2,-9.0,0.8,-5.2,5.1,3.9,12.0,7.6,-9.3
Cc1ccc(S(=O)(=O)N2C[C@H]3C(=O)C[C@@H](c4cccs4)N(S(=O)(=O)c4ccc(C)cc4)[C@H]3C[C@H]2c2ccccc2)cc1,-12.1,-1.5,-4.6,-0.6,-4.8,x,-2.1,1.9,1.9,-3.9
CCOc1ccc(OCCSc2nnnn2C2CCCCC2)cc1,-1.7,-2.1,6.4,-4.3,0.3,-20.4,0.3,-2.5,-5.3,-3.8
CN1CCC(=NNC(=O)C(=O)NC(C)(C)C)CC1,-1.8,1.0,-15.5,8.7,-12.0,6.6,-4.1,6.7,2.2,-8.1
Cc1cc(C(F)(F)F)c(C#N)c(SCC(=O)Nc2nc3cc(Br)ccc3s2)n1,-93.7,-3.0,2.1,7.0,-2.5,-13.2,1.1,-1.8,1.8,-1.6
Cc1c(-c2ccccc2)n[nH]c1C(=O)NN,-6.6,-1.2,-3.1,-0.1,-2.8,-3.1,-4.5,0.4,-0.3,3.9
O=C1CCCC(=NCc2ccco2)C1,-2.1,-1.3,6.2,-2.3,1.0,2.3,1.2,0.4,2.8,4.8
Brc1ccc(-c2ccc(/C=N/Nc3nc(N4CCOCC4)nc(N4CCOCC4)n3)o2)cc1,-3.0,-2.4,-1.7,1.7,8.2,2.4,-2.8,0.3,-0.4,1.7
Cn1c2ccccc2c(=O)c2ccc(C#Cc3ccc(N)cc3)cc21,-25.3,2.7,0.8,-3.4,-11.9,-14.3,-0.3,-1.7,-3.9,3.6
COc1ccc(S(=O)(=O)N2CCCC(C(F)(F)F)C2)cc1 (centres undefined),-0.4,0.2,-8.2,4.7,7.0,0.3,2.1,2.5,2.4,2.6
CC1(C(=O)Nc2ccc3c(c2)OCO3)Cc2c(-c3ccc4c(c3)OCO4)ccnc2O1 (centres undefined),-1.5,1.4,8.9,5.6,4.2,x,3.7,-3.5,-1.5,-1.5
O=C(Nc1nc2nccc(-c3ccccc3)n2n1)c1ccc(F)cc1,-8.6,1.8,-3.5,-4.4,9.2,-1.9,-0.8,-1.1,-0.2,4.8
CC(C)Oc1cccc(C(=O)O)c1,-3.6,-0.9,-6.9,1.1,7.3,-1.6,-4.1,-1.1,2.0,3.7
CN(C)CCN(C(=O)c1cccs1)c1nc2cc3c(cc2s1)OCCO3,9.0,-1.0,2.9,1.2,-1.1,2.3,4.2,-1.2,2.9,6.5
CCOc1ccccc1/C=C/c1onc(C)c1S(=O)(=O)N1CCC(C(=O)NC(C)(C)C)CC1,-5.6,-2.2,3.1,0.7,3.4,-27.2,0.8,0.9,-2.2,-4.9
COC(=O)[C@]12C[C@H](CC(=O)NCCC(C)C)C(=O)N(Cc3ccco3)C1=C[C@H](COCc1ccccc1)O[C@@H]2C,4.3,x,5.3,0.6,x,x,3.4,3.8,-0.4,0.7
Cc1nn(C(C)C(=O)NC(C)CCc2ccccc2)c(=O)c2cc3occc3n12 (centres undefined),7.0,-2.4,11.3,3.4,9.8,-2.6,-0.9,-1.1,-1.9,0.1
O=C(Nc1cccc(C(=O)N2CCOCC2)c1)C1CCCC1,2.4,-0.6,7.8,1.8,-6.1,-3.4,-2.0,1.2,-1.7,-2.3
COc1ccc(NS(=O)(=O)c2ccc(C)c(C(=O)NCCCN3CCCC3=O)c2)cc1,4.2,-0.3,-4.1,0.7,11.8,7.7,2.8,-0.2,-3.1,2.3
Cc1ccc(/C=C/S(=O)(=O)NCCC(=O)NCc2ccc(F)cc2)cc1,-3.2,-1.4,-3.4,-7.1,2.7,2.0,-3.1,-0.3,0.6,1.2
O=C(C=C(C(=O)c1ccccc1)c1ccccc1)c1ccccc1,-4.6,-2.8,6.0,7.9,-0.7,-43.2,-0.2,-0.5,0.1,-17.5
COc1ccc(OC)c(NC(=O)c2ccc(OC3CSC3)cc2)c1,-4.6,0.2,-16.8,-5.5,-3.3,-5.5,-0.7,-4.9,1.0,-1.5
CCOc1ccc(Nc2cc(C)nc(N3CCOCC3)n2)cc1,-1.5,-1.9,9.4,2.7,-2.7,-1.3,1.1,2.1,-4.9,6.4
COc1ccccc1-n1c(=O)c2c3c(sc2n2c(SC(C)C)nnc12)CCC3,8.1,-0.2,0.3,2.1,7.3,0.5,0.5,1.6,-1.8,2.2
Cc1ccc(S(=O)(=O)NC(=O)NCc2ccc(F)cc2)cc1,1.8,-1.7,8.6,-0.9,3.7,2.8,5.2,-2.4,1.1,6.1
CCN(CC)CCC(C)OC(=O)c1ccc(O)cc1O (centres undefined),-0.7,0.6,-3.1,3.0,5.6,1.9,-2.4,0.2,-2.4,0.3
COc1cc(NS(=O)(=O)c2ccc(NC(=O)CN3C(=O)c4ccccc4C3=O)cc2)nc(OC)n1,4.9,-1.7,0.8,-2.3,-2.4,-4.7,0.4,1.8,-0.7,-2.0
COc1ccc(/C=N/N=C2/NC(=O)C(CC(=O)O)S2)cc1OCc1ccccc1Cl (centres undefined),-11.3,0.3,7.0,8.7,13.1,-3.5,3.3,2.8,-0.3,1.1
OC(COc1ccc(OCc2ccccc2)cc1)CN1CCCCC1 (centres undefined),1.2,0.8,-1.8,1.2,6.8,-0.5,-1.9,-1.4,-1.3,4.2
Cc1ccc(O)c(-c2cc(-c3cccc(F)c3)n[nH]2)c1,-16.2,-0.5,-3.0,-2.1,0.1,-33.8,-0.8,-4.3,-1.8,-24.6

# Next section, overlapping the part above by four compounds.
SMILES,SIAE primary,PG9 Ab binder,TDP2 inh,Tn7 DDE FP,TCR-CD3 inh,HTRA1 inh,LEDGF integ inh,PRMT1 FP inh,UHRF1 MBD2 ctr,mABHD4 FP
COc1cc(NS(=O)(=O)c2ccc(NC(=O)CN3C(=O)c4ccccc4C3=O)cc2)nc(OC)n1,4.9,-1.7,0.8,-2.3,-2.4,-4.7,0.4,1.8,-0.7,-2.0
COc1ccc(/C=N/N=C2/NC(=O)C(CC(=O)O)S2)cc1OCc1ccccc1Cl (centres undefined),-11.3,0.3,7.0,8.7,13.1,-3.5,3.3,2.8,-0.3,1.1
OC(COc1ccc(OCc2ccccc2)cc1)CN1CCCCC1 (centres undefined),1.2,0.8,-1.8,1.2,6.8,-0.5,-1.9,-1.4,-1.3,4.2
Cc1ccc(O)c(-c2cc(-c3cccc(F)c3)n[nH]2)c1,-16.2,-0.5,-3.0,-2.1,0.1,-33.8,-0.8,-4.3,-1.8,-24.6
O=c1c2ccccc2nc2n1C(CSCc1ccccc1)CS2 (centres undefined),-1.4,-1.6,6.5,-2.4,-4.1,0.7,2.1,3.3,-0.9,2.0
COc1ccccc1CCc1nnc(CCC(=O)NCC[C@@H]2C[C@@H]3C=C[C@H]2C3)o1,0.5,2.0,0.1,7.3,0.5,-7.2,2.8,-0.5,0.4,-4.1
O=C1CC(c2ccccc2)CCc2sccc2N1 (centres undefined),-3.5,-0.1,-17.9,3.2,0.0,-7.6,-2.1,2.9,6.0,-8.2
COc1cccc(CNc2cc(C)ccn2)c1O,4.2,2.7,11.9,7.2,-6.0,3.9,0.3,0.5,-2.4,0.7
